Source: PubChem (Fisher Drug Discovery Resource Center)
NPYLR7 ag – activates Aedes aegypti NPYLR7 receptor | HEK293T NPYLR7/Galpha15, GCaMP6s calcium fluorescence | AID 1259423 | 0.15% of 270,000 active | activation, % at 10 µM; in the data active means activation above about 40%;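 further: 0% = vehicle and 100% = reference agonist at the receptor; some compounds past the cut are filed as inactive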
hcGAS lum – inhibitors of human cGAS | AID 1259398 | 0.081% of 290,000 active | Q8N884 | inhibition, % at 12.5 µM | recombinant h-cGAS, ATP depletion, Kinase-Glo luminescence;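 further: 0% = vehicle reaction and 100% = reaction without DNA for no activity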
Target sequence (Q8N884 whole entry, looked up): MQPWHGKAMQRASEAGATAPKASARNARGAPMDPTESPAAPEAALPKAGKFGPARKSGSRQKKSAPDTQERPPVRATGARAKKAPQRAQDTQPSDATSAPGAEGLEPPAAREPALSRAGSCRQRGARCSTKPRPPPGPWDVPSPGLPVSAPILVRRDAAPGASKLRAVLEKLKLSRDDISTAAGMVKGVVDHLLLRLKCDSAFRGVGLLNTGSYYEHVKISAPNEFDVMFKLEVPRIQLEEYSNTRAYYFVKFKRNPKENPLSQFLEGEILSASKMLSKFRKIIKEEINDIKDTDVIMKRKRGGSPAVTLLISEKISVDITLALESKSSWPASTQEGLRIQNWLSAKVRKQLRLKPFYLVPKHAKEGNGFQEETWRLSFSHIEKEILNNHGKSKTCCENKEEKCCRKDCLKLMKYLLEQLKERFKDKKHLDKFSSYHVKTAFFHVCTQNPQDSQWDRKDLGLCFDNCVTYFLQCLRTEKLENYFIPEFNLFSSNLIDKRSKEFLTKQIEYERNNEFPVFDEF
mcGAS inh – blocks mouse cGAS activity | recombinant cGAS, Kinase-Glo ATP depletion luminescence | inhibition, % at 12.5 µM | 0.15% of 160,000 active | AID 1259399;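 further: 0% = negative control wells and 100% = reference inhibitor with no enzyme activity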
* hit, by the source's call; / = no result given. Unless noted, no stated cut-off is given here; in the data, active means inhibition above about 40%; inactive means the rest.

SMILES	NPYLR7 ag	hcGAS lum	mcGAS inh
Cc1ccc(C)c(C(=O)CSc2nccn(-c3ccc(Br)cc3)c2=O)c1	4	-2	-6
Cc1nc(Sc2nc(CN3CCOCC3)nc3sc4c(c23)CCC(C)C4)oc1C (stereo not given)	8	-6	/
O=C(Nc1ccc(N2CCc3ccccc3C2)c(C(=O)NC2CC2)c1)c1cc(C(F)(F)F)cc(C(F)(F)F)c1	-6	-1	2
Cc1ccc(C)c(C2CCCN2C(=O)Cc2ccn[nH]2)c1 (stereo not given)	-18	-10	/
O=C(c1cc(-c2cccs2)nn1-c1cccc([N+](=O)[O-])c1)N1CCN(Cc2ccccc2)CC1	-6	-7	-4
Cn1nc(C(C)(C)C)cc1C(=O)NC(C)(C)Cc1c[nH]c2ccccc12	0	-5	-6
COc1ccccc1NC(=O)C1CC(=O)N(C)C(=Nc2ccc(C)c(C)c2)S1 (stereo not given)	1	0	-5
O=C(CN(C(=O)C1CCCCC1)C1CC1)Nc1nc(CC(=O)N2CCN(c3ccc([N+](=O)[O-])cc3)CC2)cs1	14	-1	-3
O=C(Nc1ccc(N2CCCCC2)cc1)c1c2c(nn1C1CCS(=O)(=O)C1)CCC2 (stereo not given)	9	-8	/
COc1ccc(CCOc2nc(-c3ccc(OC)cc3)n(-c3ccc(NC(=O)Nc4ccccc4C)cc3)n2)cc1	15	-9	-6
CCOC(=O)c1c(C)n(-c2ccccc2)c2ccc(OC(C)=O)cc12	0	-4	-3
O=S(=O)(c1ccccc1)N1CCN(c2ccc(Cl)c(Cl)c2)CC1	-1	5	/
CCOC(=O)c1cnn(-c2cc(C)nc3c(C)c(-c4ccc(OC)c(OC)c4)nn23)c1N	6	-6	-5
FC(F)(F)c1ccnc(N2CC(c3cccnc3)C2)c1	/	-8	-15
Cc1csc(NC(=O)c2ccnc(N(C)C)c2)n1	1	-3	/
CCn1c(C)cc(C(=O)OCC(=O)Nc2ccc(S(C)(=O)=O)cc2)c1C	15	-6	-15
c1ccc(-n2nnnc2OCCOc2nnnn2-c2ccccc2)cc1	8	2	/
Cc1ccc(F)cc1NC(=O)CN(C)Cc1ccccc1F	7	-9	-8
O=C(c1ccc(F)cc1)c1coc2ccccc2c1=O	0	-2	-4
CNCc1nncn1-c1cccc2ccccc12	2	4	/
CC1(C)SCC2C(=O)N3C(CSC3(C)C)C(=O)N21 (stereo not given)	1	-13	/
CNC(=O)CN([C@@H]1C[C@@H]2CO[C@H](c3ccccc3)C[C@@H]2C1)S(=O)(=O)c1ccccc1	15	3	0
COc1ccc(S(=O)(=O)N(Cc2ccc(OCc3nc(CO)cs3)cc2)C2CC2)cc1	27	-6	-5
O=C(COc1ccc(Cl)cc1Cl)NNC(=O)C1=COCCO1	14	-7	-13

Among those listed so far, these contain a CF3 group:
SMILES	NPYLR7 ag	hcGAS lum	mcGAS inh
O=C(Nc1ccc(N2CCc3ccccc3C2)c(C(=O)NC2CC2)c1)c1cc(C(F)(F)F)cc(C(F)(F)F)c1	-6	-1	2
FC(F)(F)c1ccnc(N2CC(c3cccnc3)C2)c1	/	-8	-15

New compounds follow.
SMILES	NPYLR7 ag	hcGAS lum	mcGAS inh
CCc1c(C)nn(-c2ccc(C(=O)N(CC(C)C)CC(C)C)cc2)c1C	-5	-5	-3
CC1CN(c2ccc(NC(=O)CCc3cccs3)cn2)CC(C)O1 (stereo not given)	5	-13	/
CN(Cc1cccs1)C(=O)CSc1nnnn1C1CCCC1	15	-7	/
O=C(c1cc(S(=O)(=O)N2CCCC2)ccc1Cl)N1CCOCC1	3	-7	-2
COC(=O)CCCC(=O)N1CCN(c2nccc(-c3ccco3)n2)CC1	-7	-8	-7
O=C(NCc1ccco1)N1CCC2(CCCN(Cc3ccc(F)cc3)C2=O)C1 (stereo not given)	2	0	/
Cc1[nH]ncc1C(=O)N1CCc2c(F)ccc(F)c2C1	-6	-2	/
O=P(Nc1ccccc1)(Nc1ccccc1)c1ccccc1	9	-7	/
N#CC(=Cc1ccc(C#N)cc1)c1nnc2n1CCCCC2	-6	-4	44*
CCOC(=O)CCC(=O)Nc1ccccc1C1SCC(=O)N1c1cc(F)ccc1F (stereo not given)	-1	-2	-4
CNS(=O)(=O)c1ccc(Cl)c(C(=O)N2CCN(C(=O)c3ccco3)CC2)c1	2	-7	-18
COc1cc2ncnc(Sc3nnc(C)s3)c2cc1OC	-4	0	-2

In the list so far, these have an aryl thioether with sulfur outside any ring:
SMILES	NPYLR7 ag	hcGAS lum	mcGAS inh
Cc1ccc(C)c(C(=O)CSc2nccn(-c3ccc(Br)cc3)c2=O)c1	4	-2	-6
Cc1nc(Sc2nc(CN3CCOCC3)nc3sc4c(c23)CCC(C)C4)oc1C (stereo not given)	8	-6	/
CN(Cc1cccs1)C(=O)CSc1nnnn1C1CCCC1	15	-7	/
COc1cc2ncnc(Sc3nnc(C)s3)c2cc1OC	-4	0	-2

More records follow.
SMILES	NPYLR7 ag	hcGAS lum	mcGAS inh
O=C(NCC1Cc2cc(F)cc(F)c2O1)c1cccnc1Cl (stereo not given)	6	-6	/
Cc1cccc(CN2CCCC3(CCN(Cc4ccc(-c5ccn[nH]5)o4)C3)C2)c1 (stereo not given)	5	3	/
CCSc1nc(CC(=O)NCCC2CCCCN2C)cs1 (stereo not given)	-10	-2	-1
CN(CC(=O)NCc1ccc(F)cc1)S(=O)(=O)c1cccc2cnccc12	7	1	/
O=C(NC(C(=O)N1CCCCC1)C1CCN(C(=O)c2ccccc2F)CC1)C1CC1 (stereo not given)	14	-4	-4
COc1ccc(C(=O)C2CCCN(Cc3cc4ccccc4[nH]3)C2)c(OC)c1 (stereo not given)	5	-4	-10
COc1ccc(CNC(=O)c2cn(Cc3ccccc3F)c(=O)s2)cc1	18	-14	/
Cc1nn(CCC(=O)Nc2ccccc2)c(=O)c(C#N)c1C	-1	-17	/
COc1ccc(C2C(C(=O)OCc3ccccc3)=C(C)NC3=C2C(=O)CCC3)cc1OC (stereo not given)	4	1	/
Cc1ccc(-n2nc(-c3ccc(Cl)cc3)cc2NC(=O)c2ccc(C(C)(C)C)cc2)cc1	-2	5	0
COCCN1C(=O)NC(c2ccccc2Cl)C(C(=O)OC)=C1C (stereo not given)	25	-9	/
C=CCN(CC(=O)N1CCc2sccc2C1COc1cccc(F)c1)C(=O)Nc1cccc(Cl)c1 (stereo not given)	-2	0	-3
COc1ccc(Cl)c2sc(N(Cc3cccnc3)C(=O)c3ccc(F)cc3)nc12	13	-5	/
COc1ccc(S(=O)(=O)N2CCN(CC(OCc3c(F)cccc3F)c3ccc(Cl)cc3)CC2)cc1OC (stereo not given)	0	-4	-5
CCOC(=O)N1CCN(S(=O)(=O)c2c(C)nc3sccn3c2=O)CC1	2	-5	/
CC(=NOCC(=O)N=Nc1c(O)n(CN2CCCCC2)c2ccccc12)c1cccs1	2	-1	-1
Cc1ccc(Cc2nsc(Oc3cc(C(=O)NC(Cc4ccccc4)c4ccccc4)ccc3C)n2)cc1 (stereo not given)	7	0	-3
NC(=O)c1c(NC(=O)c2cccs2)sc2c1CCCC2	11	-2	-3
O=C(NC(C(=O)N1CCOCC1)C1CCN(C(=O)C2CCCC2)CC1)c1ccccc1 (stereo not given)	5	-8	-5
COc1cc2[nH]c(=O)n(CC(c3cccs3)N(C)C)c(=O)c2cc1OC (stereo not given)	3	-7	/
Cc1cc(C(=O)NCC2Cc3cc(Oc4ccccc4)ccc3O2)ccc1Br (stereo not given)	11	5	3
O=C(O)[C@@H](S)[C@@H](S)C(=O)O	-2	9	/
O=C(CSc1nc2sc3c(c2c(=O)n1Cc1ccco1)CCC3)NCC1CCCO1 (stereo not given)	4	-3	-6
CCCCCCCC(=O)NC(Cc1ccccc1)C(=O)Nc1nnc(-c2cccc(Cl)c2)s1 (stereo not given)	15	-8	-6

Some values from the entries so far.
Reading for `COc1ccc(Cl)c2sc(N(Cc3cccnc3)C(=O)c3ccc(F)cc3)nc12` in NPYLR7 ag: 13
Reading for `NC(=O)c1c(NC(=O)c2cccs2)sc2c1CCCC2` in hcGAS lum: -2
Reading for `O=C(O)[C@@H](S)[C@@H](S)C(=O)O` in hcGAS lum: 9
Reading for `COc1ccc(S(=O)(=O)N2CCN(CC(OCc3c(F)cccc3F)c3ccc(Cl)cc3)CC2)cc1OC` (stereo not given) in NPYLR7 ag: 0

Further records
SMILES	NPYLR7 ag	hcGAS lum	mcGAS inh
Cc1nn(C2CCS(=O)(=O)C2)c2nc(-c3ccc(F)cc3)cc(C(=O)N3CCCC3)c12 (stereo not given)	1	-9	-8
COC(=O)N[C@H]1[C@H](OC(=O)c2ccccc2)[C@@H]2O[C@H]1c1ccccc12	8	-1	-4
COc1ccc(NC(=O)CSc2nnc(CNC(=O)c3cccs3)n2-c2ccc(F)cc2)cc1	10	-5	-9
CCn1ccnc1CN1CCCC(CNS(=O)(=O)c2cccc3cccnc23)C1 (stereo not given)	19	-7	/
CN(C)CC1(O)CCCN(C(=O)Cc2ccc3c(c2)OCO3)CC1 (stereo not given)	8	-7	/
Cc1ccc(NC(=O)Nc2cccc(N3CCCN(C(C)c4ccccc4)C3=O)c2)cc1 (stereo not given)	/	-5	-6
CC(=O)Oc1ccccc1CSc1nc2cc(S(=O)(=O)N3CCOCC3)ccc2n1CC1CCCO1 (stereo not given)	4	-2	-5
C=CCNc1nn(CC(=O)Nc2ccc(C)cc2)c(N)c1-c1nc(-c2ccc(Cl)cc2)no1	/	-3	-9
CCc1c(C(=O)N2CCCC(CNC(C)=O)C2)csc1C (stereo not given)	0	-5	-17
Cc1ncn(CCNC(=O)[C@H](O)C2CCCCC2)c1C	/	-13	-6
CN(C)CCn1c2c(c(SCC(=O)Nc3cccc4ccccc34)nc1=O)CCC2	-1	-1	-8
O=C(CC1(c2cccc(F)c2)CC(=O)N(C2CCCC2)C1=O)N1CCCC(OCc2ccccc2)C1 (stereo not given)	11	-4	-9
CCn1c(SCC(=O)N/N=C\c2cccnc2)nc2ccccc21	0	-7	-9
CCOc1ccc2c(c1)c(=O)c(S(=O)(=O)c1ccccc1)cn2Cc1ccccc1C	-8	3	2
O=C(C1CC1)N1C[C@H]2CNC[C@@]2(C(=O)NCc2cn3c(n2)SCC3)C1	19	-11	/
O=C(c1cscn1)N1CCCC(CCc2ccccc2C(F)(F)F)C1 (stereo not given)	5	-3	/
O=C(CSc1nc2[nH]ncc2c(=O)[nH]1)Nc1cccc2ccccc12	-1	-2	/
O=c1oc2ccccc2n1CN1CCC(c2nnc3ccccn23)CC1	7	-1	/
CCN1CCN(C(=O)c2cc(-c3cccc(OC)c3)nc3cc(-c4ccccc4)nn23)CC1	-7	2	0
CCOc1ccc(N2C(=O)CC(Nc3ccc(N4CCOCC4)cc3)C2=O)cc1 (stereo not given)	3	-4	-5
CCOC(=O)C1CCCN(C(=O)c2cccc(CSc3nc(C)c(C)c(N4CCN(c5cccc(C(F)(F)F)c5)CC4)n3)c2)C1 (stereo not given)	-7	1	-1
C=CCn1c(=NC(=O)CN2C(=O)CCC2=O)sc2cccc(OC)c21	1	-7	-6
